CHRM1 antagonist: human CHRM1 antagonism. CHO-K1 hM1, Fluo-8 calcium fluorescence, ACh EC80 antagonist. 360,000 tested, 1.3% active. P11229. AID 588852. inhibition, % at 3 µM;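 active = percent inhibition above its own plate's cutoff, namely the mean of that plate's compound wells plus 3 SD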;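 also: peak over basal fluorescence ratio during 140 s after agonist addition; 0% = ACh EC80 plus DMSO and 100% = DMSO alone without agonist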
Target sequence (P11229 whole entry, looked up): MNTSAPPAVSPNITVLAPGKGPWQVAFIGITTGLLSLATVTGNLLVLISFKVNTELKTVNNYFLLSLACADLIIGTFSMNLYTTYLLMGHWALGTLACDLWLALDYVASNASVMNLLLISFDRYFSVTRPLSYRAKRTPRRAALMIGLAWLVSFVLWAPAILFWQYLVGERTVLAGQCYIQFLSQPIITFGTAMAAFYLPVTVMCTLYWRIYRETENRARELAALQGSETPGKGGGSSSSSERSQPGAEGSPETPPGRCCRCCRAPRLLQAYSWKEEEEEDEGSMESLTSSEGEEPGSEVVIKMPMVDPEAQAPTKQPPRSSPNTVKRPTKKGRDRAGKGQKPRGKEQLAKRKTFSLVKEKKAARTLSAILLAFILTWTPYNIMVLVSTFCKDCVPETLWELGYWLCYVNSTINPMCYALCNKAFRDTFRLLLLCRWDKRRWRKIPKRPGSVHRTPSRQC
CHRM4 agonist: CHRM4 agonism in calcium assay; P08173; 360,000 tested, 0.14% active; AID 624127; CHO-K1 hM4/Gqi5, Fluo-8 calcium fluorescence; vehicle 0%, full acetylcholine response 100%; activation, % at 3 µM;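 active = activation above the run mean over all test wells plus 3 SD, cut at about 32% in these data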;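 also: peak over basal fluorescence ratio per well then scaled between controls; 0% = DMSO wells and 100% = acetylcholine at EC100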
CHRM4 PAM: potentiates acetylcholine response at human M4 receptor; P08173; CHO-K1 hM4/Gqi5, Fluo-8 calcium fluorescence, ACh EC20; 0% = ACh EC20, 100% = maximal ACh; activation, % at 3 µM; 360,000 tested, 0.4% active; AID 624126;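 active = activation above its plate's cutoff, the mean activation of sample wells plus 3 SD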; also: some results filed as inactive read as strong as hits
M5 PAM: CHRM5 positive allosteric modulation; activation, % at 3 µM; 360,000 tested, 0.3% active; P08912; CHO-K1 hM5, Fluo-8 calcium, ACh EC20 PAM; 0% = ACh EC20, 100% = ACh EC100;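 active = activation above the run cutoff, the mean activation of all test compounds plus 3 SD, cut at about 18% in these data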
Target sequence (P08912 whole entry, looked up): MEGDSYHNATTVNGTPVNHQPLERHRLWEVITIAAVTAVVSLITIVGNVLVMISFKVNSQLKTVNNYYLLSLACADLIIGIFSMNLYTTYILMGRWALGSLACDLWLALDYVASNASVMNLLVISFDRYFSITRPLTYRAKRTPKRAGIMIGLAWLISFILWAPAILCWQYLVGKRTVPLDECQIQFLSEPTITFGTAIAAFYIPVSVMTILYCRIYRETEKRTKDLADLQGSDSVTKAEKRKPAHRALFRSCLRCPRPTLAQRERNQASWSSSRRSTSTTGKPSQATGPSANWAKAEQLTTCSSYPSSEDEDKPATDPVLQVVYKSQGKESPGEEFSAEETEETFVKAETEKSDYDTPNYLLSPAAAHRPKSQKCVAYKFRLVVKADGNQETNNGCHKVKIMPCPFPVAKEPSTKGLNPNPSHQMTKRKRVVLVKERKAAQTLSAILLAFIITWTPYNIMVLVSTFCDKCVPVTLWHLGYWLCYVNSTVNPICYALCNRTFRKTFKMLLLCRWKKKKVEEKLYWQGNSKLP
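system = human M5 receptor in CHO-K1 cells | reagent = EC20 acetylcholine as agonist stimulus | compound dosing = single-point, 3 µM nominal | incubation = Fluo-8 loading 80 min at 37 °C plus 30 min room temperature | detection = Fluo-8 calcium dye fluorescence, kinetic read | benchmarks = low control EC20 acetylcholine (0%), high control EC100 acetylcholine (100%)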
CRFR2-BP ag: CRF-BP/CRF-R2 complex agonism | AID 588473 | HEK293 CRF-R2/CRF-BP, calcium dye fluorescence (FLIPR); percent of saturating CRF peptide response | 350,000 tested, 0.46% active | activation, % at 13.2 µM;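 active = activation of at least 50%, plus an integration ratio under a set limit after plate pattern correction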;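 also: plate controls were neutral control wells without compound for no effect and CRF at EC100 for full effect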
CHRM1 PAM: positive allosteric modulators of human M1 muscarinic receptor. AID 588819. CHO-K1 hM1, Fluo-8 calcium fluorescence, ACh EC20; 0% = ACh EC20, 100% = maximal ACh. activation, % at 3 µM. P11229. 360,000 tested, 0.088% active; in the data active = activation above about 19%, passing the limit was not always enough
CHRM5 antagonist: antagonists of human muscarinic M5 receptor (CHRM5); AID 624040; P08912; 360,000 tested, 0.59% active; inhibition, % at 3 µM; CHO-hM5 cells, Fluo-8 calcium fluorescence, ACh EC80;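 active = inhibition above a per-plate cutoff, the mean of that plate's test compounds plus 3 SD, cut at about 27% in these data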;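 also: 0% = acetylcholine EC80 with DMSO and 100% = DMSO without agonist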
CHRM5 agonist: agonists of human muscarinic M5 receptor (CHRM5). CHO-K1 hM5 cells, Fluo-8 calcium fluorescence; 0% DMSO wells, 100% maximal acetylcholine response. P08912. AID 624037. 360,000 tested, 0.19% active. activation, % at 3 µM;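 active = activation above the run's mean over test compounds plus 3 SD, cut at about 23% in these data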;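 also: signal is peak over basal fluorescence ratio across the kinetic read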
M4 antag: blocks acetylcholine activation of human M4 receptor | P08173 | inhibition, % at 3 µM | AID 624125 | CHO-hM4 cells, ACh EC80, Fluo-8 calcium fluorescence | 360,000 tested, 0.73% active;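 active = inhibition above its plate's cutoff, the mean inhibition of sample wells plus 3 SD, cut at about 27% in these data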;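 also: 0% = acetylcholine EC80 with DMSO and 100% = DMSO without agonist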
Numbers without * were called inactive; . = no result given.

SMILES | CHRM1 antagonist | CHRM4 agonist | CHRM4 PAM | M5 PAM | CRFR2-BP ag | CHRM1 PAM | CHRM5 antagonist | CHRM5 agonist | M4 antag
c1ccc(-n2nnnc2Sc2n[nH]c(-c3ccncc3)n2)cc1 | -5 | 0 | 6 | 8 | 0.6 | 12 | -8 | 0 | 7
COc1cccc(-c2c(C(=O)N/N=C/c3ccsc3)nnn2-c2nonc2N)c1 | 11 | 4 | -4 | -3 | 19 | -4 | -13 | 21 | -4
COc1ccc(CN(Cc2ccc(C(=O)O)cc2)C(=S)Nc2ccccc2C)cc1OC | 1 | 0 | 2 | 1 | -0.3 | 10 | -5 | -4 | 8
CCOc1cc2c(cc1OCC)C(c1ccccc1)N(c1ccc(C(=O)O)cc1)C(=O)C2 (stereo not drawn) | 4 | 0 | -5 | 2 | -1.4 | -2 | 11 | -2 | -5
CCN(Cc1cc(=O)n2ccsc2n1)Cc1nc2ccccc2c(=O)[nH]1 | 4 | 1 | -5 | -4 | -0.4 | 0 | -1 | 3 | 3
CC(=O)Nc1ccc(S(=O)(=O)Oc2ccc(/C=N/N=C3/NC(=O)C(CC(=O)O)S3)cc2)cc1 (stereo not drawn) | 4 | 0 | 10 | 3 | 1.1 | 5 | 0 | 0 | -4
CCOC(=O)C(C)On1c(-c2cccc(Cl)c2)nc2ccc([N+](=O)[O-])cc21 (stereo not drawn) | 12 | 11 | 0 | -22 | 1.1 | -10 | 12 | -1 | 0
C/C(=C\C(=O)c1ccc(C)cc1)Nc1cccc(O)c1 | -2 | 0 | -5 | -6 | -1.1 | -4 | 22 | 0 | 4
Clc1ccc(C2=Nc3cc(Cl)ccc3OC2)cc1 | 3 | 1 | -11 | -2 | -1.3 | 1 | 9 | 1 | 8
C#Cc1ccc([C@H]2C=C(C(=O)OCC=C)O[C@@H](OCC)[C@@H]2CCCO)cc1 | 14 | 0 | 3 | 11 | -1.4 | 0 | 7 | -4 | -11
C=CCn1c(CCCNC(=O)c2ccccc2OC)nc2ccccc21 | 3 | 3 | -12 | -4 | -1.9 | 4 | 8 | -3 | 3
C=CCc1c(N(CC)CC)nc(C)[nH]c1=O | -18 | 0 | 13 | 2 | -0.6 | 15 | 4 | 2 | 4
COc1cc(C(CCN2CCN(c3ccccc3)CC2)c2c(OC)cc(OC)c3c(C)cc(=O)oc23)cc(OC)c1OC (stereo not drawn) | -4 | 2 | 11 | -6 | -1.8 | 10 | 2 | -1 | -5
COc1ccc(/C=C/C(=O)O)cc1S(=O)(=O)N1CCCCC1 | 5 | 1 | 5 | -1 | -1.3 | 1 | 4 | 0 | -19
CN(CC(=O)Nc1cc(Cl)ccc1C#N)C1CCS(=O)(=O)C1 (stereo not drawn) | 27 | 2 | 5 | -3 | -0.5 | -14 | 11 | 3 | 6
O=C(Nc1ccccn1)c1ccc(Cl)c(S(=O)(=O)N2CCc3ccccc32)c1 | -3 | 10 | 2 | -11 | 0.6 | -1 | -4 | -6 | -30
CCn1cc(C(=O)N2CCCC2)c(=O)c2cc(S(=O)(=O)N(C)C)ccc21 | -8 | 1 | 4 | 0 | 0.9 | 15 | -1 | 4 | -10
O=C(CN1CCN(c2ncc(C(F)(F)F)cc2Cl)CC1)NC(=O)NCc1ccccc1 | 3 | 1 | -2 | -2 | 8.4 | 0 | 2 | 0 | -7
CCN1CCN(S(=O)(=O)c2ccc(Cl)c(C(=O)Nc3ccc(OC(F)F)cc3)c2)CC1 | 4 | 5 | 1 | 1 | -0.5 | -2 | -4 | -4 | -10
O=C(NNC(=S)Nc1cccc2ccccc12)c1cccc(Br)c1 | 9 | 12 | -2 | -12 | 0.0 | 3 | 8 | 3 | -7
Cc1cccc(Cn2nnc3ccccc32)c1O | 8 | 1 | -6 | 9 | -0.2 | 0 | 3 | -1 | 5
CC(CC(=O)N1CCc2ccccc21)S(=O)(=O)c1ccc2c(c1)NC(=O)CO2 (stereo not drawn) | -4 | 2 | -2 | -4 | -1.4 | 12 | 12 | -5 | -13
COC(=O)CC1SCCNC1=O (stereo not drawn) | -14 | 0 | 3 | 4 | -1.0 | 0 | -5 | 0 | -2
O=C(Cc1ccc2ccccc2c1)NC(Cc1ccccc1)C(=O)O (stereo not drawn) | -8 | 0 | 6 | -4 | -2.7 | 6 | -3 | 1 | -10
COc1ccccc1NC(=O)Nc1cc(F)ccc1F | -8 | -1 | -5 | 0 | -1.3 | 3 | -1 | -4 | 7
CC(=O)Nc1ccc(Nc2c([N+](=O)[O-])c(=O)n(-c3ccccc3)c3ccccc23)cc1 | -16 | 3 | 7 | 11 | -0.4 | 9 | 2 | -2 | -4
CCOC(=O)c1c(CN2CCCCC2C)oc2ccc(OC)cc12 (stereo not drawn) | -3 | 1 | 5 | -6 | 41 | 3 | -1 | -11 | -1
Cc1cccn2cc(CSc3nnc(Nc4ccc(C(C)C)cc4)s3)nc12 | -7 | 2 | -4 | -11 | 0.4 | 2 | 5 | -4 | -2
Cc1cc(N=Cc2c(O)ccc3cc(Br)ccc23)no1 | -4 | 1 | -7 | -5 | 6.0 | 6 | 1 | 0 | -2
O=C(CC(Sc1ccccc1)c1cccs1)c1ccco1 (stereo not drawn) | 4 | 2 | -4 | -3 | -0.2 | -11 | 8 | -4 | 8
CC1=C(C(=O)OCc2ccc3c(c2)OCO3)C(c2ccccc2OCc2ccccc2)NC(=O)N1 (stereo not drawn) | 19 | 2 | -14 | -10 | 1.9 | -11 | 23 | 3 | 16
C=CCNS(=O)(=O)c1cccc(C(C)=O)c1 | -5 | 0 | 4 | -4 | 3.2 | 6 | 6 | 0 | 1
CC(=O)c1cccc(S(=O)(=O)NC2CC2)c1 | -3 | 1 | 18 | 5 | -3.3 | 6 | -6 | -2 | -3
Cc1cccc(-c2ccc3[nH]c4c(c3c2)CCN2C[C@@H]([C@H](C)O)[C@@H](N(C)C(=O)NC3CCCCC3)C[C@@H]42)c1 | -7 | 2 | 3 | 3 | -2.6 | 0 | -4 | 0 | 1
COc1ccccc1CNC(=O)COC(=O)c1cc(=O)c2ccccc2o1 | -4 | -1 | 2 | 16 | -6.7 | 11 | 0 | -2 | 1
COC(=O)C1=C(C)C(c2ccc(OC)cc2)NC(=O)N1 (stereo not drawn) | -4 | 1 | -2 | -1 | -0.9 | 7 | -5 | 0 | 2
N#C/C(=C/c1ccc(-c2ccccc2)o1)c1nc(-c2cccs2)cs1 | 19 | 7 | 2 | 3 | 159* | -3 | 8 | 7 | 18
CC(=O)c1cccc(S(=O)(=O)N(CCCO)Cc2cc3ccc(C)cc3[nH]c2=O)c1 | -8 | 1 | 4 | -4 | 6.5 | 4 | -3 | 1 | -12
Cn1c(N)nc2nc[nH]c2c1=S | -13 | 1 | 4 | 11 | 1.9 | 9 | 1 | 0 | -5
COc1cccc(/C=C/C(=O)OCC(=O)c2ccc[nH]2)c1 | -13 | 6 | 10 | 0 | -1.6 | 6 | 5 | -2 | -12
O=S(=O)(Cc1ccccc1)Nc1ccc(Br)cn1 | -3 | 0 | 3 | -9 | 9.8 | 5 | -4 | -8 | -11
Cc1ccc(S(=O)(=O)Oc2ccccc2/C=C2\SC(=O)NC2=O)cc1 | -7 | 8 | -8 | -11 | -0.3 | 4 | -3 | 4 | -2
C(=N\NCc1ccccc1)/c1ccc2ncccc2c1 | -13 | 1 | -2 | -4 | -1.1 | 11 | -2 | 3 | 6
CC1CCCN(C2=C(NS(=O)(=O)c3ccc(Cl)cc3)C(=O)c3ccccc3C2=O)C1 (stereo not drawn) | -3 | 1 | -4 | 4 | -0.5 | 8 | -1 | -1 | 2
COc1ccc(C)cc1NC(=O)c1ccc(NS(=O)(=O)c2cccs2)cc1 | -2 | 4 | -5 | 0 | 0.9 | 7 | 9 | -6 | -11
CSCCC(NS(=O)(=O)c1ccccc1F)C(=O)N1CCCCCCC1 (stereo not drawn) | -6 | 2 | 2 | 1 | -2.2 | 3 | 2 | -4 | 2
CN(C)CCN(Cc1ccccc1)c1ccnc(N(C)C)c1C#N | 1 | 0 | -5 | -5 | 1.0 | 0 | -14 | -7 | -5
CC(C)(C)NC(=O)NC(=O)CN1C(=O)NC(c2ccccc2)(c2ccccc2)C1=O | -9 | 4 | -3 | 7 | -0.9 | 0 | -10 | 0 | -14
CCCCNC(=O)CSc1nnc(Cc2ccc(Cl)c(Cl)c2)c(=O)[nH]1 | 13 | 0 | 2 | 2 | 1.3 | -7 | 10 | -2 | -8
Cc1cc(C)cc(N(C(C)C(=O)Nc2c(C)n(C)n(-c3ccccc3)c2=O)S(C)(=O)=O)c1 (stereo not drawn) | -1 | 0 | 3 | 3 | -0.9 | -9 | -2 | 0 | 3

Structures listed above printed as active in CRFR2-BP ag:
SMILES | CHRM1 antagonist | CHRM4 agonist | CHRM4 PAM | M5 PAM | CRFR2-BP ag | CHRM1 PAM | CHRM5 antagonist | CHRM5 agonist | M4 antag
N#C/C(=C/c1ccc(-c2ccccc2)o1)c1nc(-c2cccs2)cs1 | 19 | 7 | 2 | 3 | 159* | -3 | 8 | 7 | 18

(cont.)
SMILES | CHRM1 antagonist | CHRM4 agonist | CHRM4 PAM | M5 PAM | CRFR2-BP ag | CHRM1 PAM | CHRM5 antagonist | CHRM5 agonist | M4 antag
COc1ccc(CNC(=O)Nc2ccccc2)cc1 | -18 | 1 | 6 | 3 | -3.7 | 13 | 2 | -2 | 7
O=C1CCCC(O)=C1Sc1ccccc1C(=O)O | -4 | 1 | 0 | -1 | 3.3 | -4 | -5 | 1 | -5
O=C(CN1CCCCC1)NNC(=O)c1cccc(Br)c1 | -15 | 1 | 9 | 8 | -1.4 | 14 | -8 | -3 | -5
COc1cccc(CN2CCC2(C)C(=O)Nc2ccc3c(c2)OCO3)c1F (stereo not drawn) | -13 | 6 | -3 | 0 | . | 9 | -8 | 1 | -13
COc1ccc2cc(CCl)c(Cl)nc2c1 | -7 | 0 | -4 | 1 | 0.9 | 7 | 6 | 0 | 8
CCOC(=O)C1=C(C)Nc2nc(=S)[nH]n2C1c1ccc(Cl)cc1 (stereo not drawn) | -21 | 1 | 0 | -1 | -0.5 | 2 | 0 | 0 | 6
COc1cc(C(=O)NCCC(=O)NCCc2ccc(Cl)cc2)cc(OC)c1OC | -8 | 1 | 5 | -5 | -0.6 | 9 | 7 | -1 | 3
COc1ccc(/C=C/C(=O)Nc2cc(C(F)(F)F)ccc2Cl)cc1 | 5 | 1 | 2 | -2 | 1.7 | 8 | 1 | -2 | 0
O=C(O)CC/C(=N\Nc1ccc([N+](=O)[O-])cc1S(=O)(=O)N1CCOCC1)c1cccs1 | -27 | 0 | 1 | 1 | 3.0 | 6 | 4 | 0 | 4
Cc1nn(C)cc1[C@@H]1C[C@H]2CN(Cc3cccc(Cl)c3)C(=O)[C@]23CCCN13 | -8 | 1 | -5 | 3 | 0.2 | 8 | -12 | -6 | 0
CCCCC(=O)Nc1ncc([N+](=O)[O-])s1 | -2 | 2 | -7 | 4 | 3.5 | 5 | 11 | -2 | 5
COc1ccc(Cl)cc1C(=O)CSc1nnnn1C1CCCCC1 | 27* | -1 | -10 | -15 | 1.4 | -16 | 6 | -7 | 1
CN(C)c1nc2ccccc2n(C)c1=O | -5 | 0 | -1 | -1 | 3.3 | 1 | -3 | -2 | -2

Screening data as filed in PubChem.
